LYPLA2 counter = LYPLA2 inhibitors, primary screen, counter-screen for PME1 inhibitor project, biochemical, fluorescence polarization, FP-Rh probe ABPP | Acyl-protein thioesterase 2 (Homo sapiens), O95372 | recombinant LYPLA2 | inhibition, % at 5.9 µM | 320,000 tested, 0.38% active;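 active means inhibition above the screen-wide mean plus 3 SD, limit set per campaign, cut at about 26% in these data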;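 further: 0% = LYPLA2 with DMSO and 100% = wells lacking LYPLA2 enzyme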
PAD4 FP inh = human PAD4 inhibitors, primary screen, biochemical, fluorescence polarization, 1536-well format; Protein-arginine deiminase type-4 (Homo sapiens), Q9UM07; recombinant PAD4, RCA probe fluorescence polarization; inhibition, % at 6.36 µM; 330,000 tested, 0.41% active;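 active means percent inhibition above a cutoff equal to the mean of all tested compounds plus 3 SD, cut at about 15% in these data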;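 further: 0% = PAD4 with RCA probe and DMSO and 100% = probe without PAD4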
Target sequence (Q9UM07 whole entry, looked up): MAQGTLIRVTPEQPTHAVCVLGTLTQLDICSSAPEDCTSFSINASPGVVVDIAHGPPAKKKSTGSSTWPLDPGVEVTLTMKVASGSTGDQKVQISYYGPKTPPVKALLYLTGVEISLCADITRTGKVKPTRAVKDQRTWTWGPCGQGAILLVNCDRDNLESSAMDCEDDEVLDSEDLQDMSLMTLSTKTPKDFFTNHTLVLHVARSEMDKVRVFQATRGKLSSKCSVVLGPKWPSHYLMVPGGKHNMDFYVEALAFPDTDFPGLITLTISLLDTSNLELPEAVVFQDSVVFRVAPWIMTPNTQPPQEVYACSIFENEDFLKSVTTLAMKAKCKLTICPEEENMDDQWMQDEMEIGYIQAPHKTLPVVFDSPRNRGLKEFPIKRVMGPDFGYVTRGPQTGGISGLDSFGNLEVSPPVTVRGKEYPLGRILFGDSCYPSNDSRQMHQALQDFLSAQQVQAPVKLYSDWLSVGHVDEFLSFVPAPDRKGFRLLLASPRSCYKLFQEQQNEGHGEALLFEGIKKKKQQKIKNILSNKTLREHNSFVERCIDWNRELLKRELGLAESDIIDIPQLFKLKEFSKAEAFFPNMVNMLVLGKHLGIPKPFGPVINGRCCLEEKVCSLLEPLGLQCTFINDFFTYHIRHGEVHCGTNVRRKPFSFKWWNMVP
PREPL inh = PREPL enzyme inhibitors, primary screen, biochemical, fluorescence polarization | Prolyl endopeptidase-like (Homo sapiens), Q4J6C6 | recombinant PREPL, fluorescence polarization activity-based probe | inhibition, % at 5.96 µM | 320,000 tested, 0.68% active; in the data active means inhibition above about 43%;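 further: 0% = enzyme with DMSO and 100% = wells lacking enzyme; many of its hits are not listed in these tables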
GSTO1 inh = inhibitors of recombinant GSTO1, primary screen, counter-screen for RBBP9 inhibitor project, biochemical, fluorescence polarization. Glutathione S-transferase omega-1 (Homo sapiens), P78417. activity-based probe fluorescence polarization. inhibition, % at 5.96 µM. 300,000 tested, 1.1% active. AID 1974, 2009;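 active means inhibition above the campaign mean inhibition plus 3 SD, cut at about 35% in these data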;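 further: 0% = GSTO1-1 with DMSO and 100% = wells lacking GSTO1-1 enzyme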
Target sequence (P78417 whole entry, looked up): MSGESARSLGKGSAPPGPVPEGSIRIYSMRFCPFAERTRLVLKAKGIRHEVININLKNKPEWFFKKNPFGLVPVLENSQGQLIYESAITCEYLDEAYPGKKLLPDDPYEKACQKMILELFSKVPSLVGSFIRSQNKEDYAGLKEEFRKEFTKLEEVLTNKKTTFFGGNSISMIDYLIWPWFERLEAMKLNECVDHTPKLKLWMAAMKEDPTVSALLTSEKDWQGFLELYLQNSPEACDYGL
LYPLA1 inh = LYPLA1 inhibitors, primary screen, counter-screen for PME1 inhibitor project, biochemical, fluorescence polarization, FP-Rh probe ABPP; inhibition, % at 5.9 µM; 320,000 tested, 0.16% active; AID 2174, 2009; recombinant LYPLA1;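 active means inhibition above the mean of all tested compounds plus 3 SD, set per campaign, cut at about 14% in these data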;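 further: inhibitors block serine hydrolase probe labeling of LYPLA1 so polarization falls; 0% = enzyme with DMSO and 100% = wells lacking LYPLA1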
PAFAH1B2 inh = PAFAH1B2 enzyme inhibitors, primary screen, biochemical, fluorescence polarization, human | Platelet-activating factor acetylhydrolase IB subunit alpha2 (Homo sapiens), P68402 | AID 492953, 2010 | inhibition, % at 3.39 µM | 340,000 tested, 1.2% active | recombinant PAFAH1B2, FP-rhodamine activity probe;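 active means inhibition above the mean of all tested compounds plus 3 SD, cut at about 24% in these data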;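 further: 0% = enzyme with DMSO and 100% = wells lacking PAFAH1B2; many of its hits are not listed in these tables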
pPAFAH FP inh = pPAFAH enzyme inhibitors, primary screen, biochemical, fluorescence polarization, human; 330,000 tested, 1.5% active; inhibition, % at 3.39 µM; Platelet-activating factor acetylhydrolase (Homo sapiens), Q13093; AID 463082, 2010; recombinant pPAFAH, FP-rhodamine probe fluorescence polarization;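 active means inhibition above the mean inhibition across the screen plus 3 SD, cut at about 25% in these data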;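 further: inhibitors block binding of the rhodamine activity-based probe so polarization drops; 0% = enzyme with DMSO and 100% = wells lacking pPAFAH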
PME-1 primary = PME-1 inhibitors via competitive probe labeling, primary screen, biochemical, fluorescence polarization, FP-Rh probe, HTS; Protein phosphatase methylesterase 1 (Homo sapiens), Q9Y570; recombinant PME-1; inhibition, % at 5.9 µM; 320,000 tested, 0.53% active; AID 2130, 2009;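 active means inhibition above the campaign mean of all compounds plus 3 SD, cut at about 26% in these data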;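 further: competitive labeling of PME-1 active site by serine hydrolase directed probe; 0% = PME-1 with DMSO and 100% = wells lacking PME-1 enzyme; inhibitors block probe labeling so polarization falls and inhibition rises; many of its hits are not listed in these tables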
PAFAH1B3 FP inh = PAFAH1B3 enzyme inhibitors, primary screen, biochemical, fluorescence polarization, human; Platelet-activating factor acetylhydrolase IB subunit alpha1 (Homo sapiens), Q15102; AID 492972, 2010; 340,000 tested, 0.28% active; inhibition, % at 3.39 µM; recombinant PAFAH1B3, FP-rhodamine probe;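 active means inhibition above the screen-wide average of all tested compounds plus 3 SD, cut at about 25% in these data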;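 further: 0% = enzyme with DMSO only and 100% = wells lacking PAFAH1B3 protein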
Starred values were filed as active, the others as inactive; · = not tested or not shown. Only part of the results is shown. The share of hits here may be higher or lower than overall.

SMILES	LYPLA2 counter	PAD4 FP inh	PREPL inh	GSTO1 inh	LYPLA1 inh	PAFAH1B2 inh	pPAFAH FP inh	PME-1 primary	PAFAH1B3 FP inh
CCOC(=O)CNC(=O)Cn1cnc2c(nnn2-c2ccc(OC)cc2)c1=O	-4	-2	2	-3	-4	3	1	-4	7
CCN(CC(=O)Nc1ccc(NC(C)=O)cc1)C(=O)C1CCCC1	0	1	1	·	-1	6	0	-3	10
N#CC1=C(S)N(c2ccccc2)C(c2ccc(-c3ccccc3Cl)o2)NC1=O (configuration not stated)	1	-2	10	-7	0	8	16	-8	12
Cc1ccsc1C=Nc1ccc(O)cc1	40*	30*	24	92*	38*	6	22	55*	22
Cc1cc(/C(N)=N/OC(=O)Nc2cccc(C(F)(F)F)c2)no1	-1	-1	8	0	-1	·	1	-3	·
CCC(=O)c1cn(CC(=O)Nc2c(C)cccc2C)c2ccccc12	1	-2	8	2	-2	0	-1	-4	2
Cc1sc(NC(=O)CS(=O)(=O)c2ccccc2)c(C#N)c1C	-3	-6	-15	5	-3	2	-2	-4	-4
CN(C)/C=C\C(=C/C(=O)C(F)(F)F)Nc1ccccc1Oc1ccccc1	-2	-2	7	-3	-2	3	7	-8	4
CCOc1ccc(OCC)c(NC(=O)CN2CCN(c3cccc(C)c3C)CC2)c1	2	0	4	-7	-5	4	2	-3	3
Cn1c(SCC(=O)Nc2ccccc2F)nnc1-c1cccnc1	-4	1	5	-1	4	-1	0	-4	4
COc1cc(/C=N/NC(=O)C23CC4CC(CC(C4)C2)C3)cc(Br)c1O	4	-3	-3	-7	1	8	7	-2	-2
CC(=O)Nc1ccc(S(=O)(=O)N(Cc2ccccc2)C(C)C)cc1	-4	2	2	-5	-1	7	8	6	-4
OC1CCCN(Cc2ccccc2)C1 (configuration not stated)	-2	0	13	13	-4	3	1	-5	0
CCC(=O)N1CCc2cc(S(=O)(=O)Nc3ccc4c(c3)OCCO4)ccc21	-5	-2	7	12	-5	0	7	5	8
CC1(C)CC2(CC(c3ccc(F)cc3)c3ccc(O)cc3O2)NC(=S)N1 (configuration not stated)	2	-1	-4	3	4	12	1	2	-1
CNC(=S)N(CCc1c(C)[nH]c2ccc(Cl)cc12)Cc1cccs1	-3	-3	-4	-5	-3	·	16	4	·
O=C(O)CSCC(=O)Nc1cc(C(F)(F)F)ccc1Cl	0	-1	-3	1	-1	5	-4	-4	10
CC1Oc2ccccc2C=C1/C=N/Nc1ccc(C(=O)O)cc1 (configuration not stated)	3	-2	5	9	7	6	17	34*	8
O=C(Cc1ccc(Cl)cc1)Nc1ccc(S(=O)(=O)Nc2cnc3ccccc3n2)cc1	-10	-3	-3	-24	-10	20	31*	-1	6
CCOC(=O)C1=NNC(C(=O)c2ccc(Cl)cc2)C1c1ccc(OC)cc1 (configuration not stated)	-5	0	-13	2	1	3	-1	1	-1
Cc1cc(OCC(=O)Nc2ccc(S(=O)(=O)N3CCN(C)CC3)cc2)cc(C)c1Cl	-8	1	13	14	-13	4	1	-7	3
c1ccc(-n2cnc3cc(NCc4ccco4)ccc32)cc1	2	-5	5	10	1	4	13	-4	2
Cc1ccc(S(=O)(=O)NNC(=O)C(=O)NNc2ccccn2)cc1	0	8	-10	3	1	4	2	1	5
COc1ccc(C(=O)N/N=C(\C)CC(=O)N2CCN(C=O)CC2)cc1	0	-4	13	11	2	0	2	7	9
COc1ccc(CNC(=O)CN(C(=O)c2csnn2)c2cccc(F)c2)cc1	2	3	1	-2	0	7	1	-7	9
COCCN1Cc2cccc(C(=O)Nc3ccccc3OC)c2C1=O	7	0	16	-2	3	6	-1	6	1
Cc1c(C(=O)N2CCCC2)sc(NC(=O)c2cccs2)c1C#N	3	-2	7	7	3	-4	3	3	10
COc1ccc(CCNC(=O)COC(=O)c2cncc(Br)c2)cc1OC	·	6	2	·	·	9	-1	·	9
CSCCC(C(=O)NCc1cccs1)N1C(=O)c2ccccc2C1=O (configuration not stated)	4	5	-4	15	2	0	3	2	2
CCOc1ccc(NC(=O)c2ccccn2)cc1	-3	-5	12	3	1	2	4	-5	-1
Cc1ccc2c(C(=O)CN3CCC4(CC3)OCCO4)c(C)[nH]c2c1	-7	0	-3	-7	0	-7	-1	-2	1
Cc1cccc(Cn2cc3c(=O)n(Cc4cccc(F)c4)nc-3c3ccccc32)c1	5	4	0	-2	-1	2	5	-6	-1
COc1ccc(N2CCN(C(=O)CSc3nc4ccccc4c(=O)[nH]3)CC2)cc1	4	-1	9	12	-4	4	8	1	10
Cc1ccccc1NC(=O)CC1C(=O)NCCN1C(=O)c1cccc(Cl)c1 (configuration not stated)	4	1	2	-2	1	-3	-3	0	14
O=C(CSc1nnc(CN2CCOCC2)n1-c1ccc(Cl)cc1)N1CCc2ccccc21	-6	-4	0	-6	0	2	4	-5	-8
COc1ccc(-n2nnc3c(=O)n(Cc4ccccc4C)cnc32)cc1	-1	0	9	3	-5	4	7	-3	-9
NC(=O)NC1CCCc2c1[nH]c1ccc(Cl)cc21 (configuration not stated)	6	-2	6	7	1	3	2	0	5
Cc1ccc(NC(=O)CSc2nnc(C)c(=O)n2N)c(C)c1	3	5	10	5	7	1	2	-6	8
O=C(COC(=O)c1cccs1)NC1CCCCC1	1	-2	-2	-2	1	5	12	-3	3
Cn1c(=O)c2c(ncn2CC(=O)Nc2ccccc2N2CCOCC2)n(C)c1=O	1	-5	7	-2	-3	5	2	3	7

Full records, quoted from the list. Order of values: LYPLA2 counter	PAD4 FP inh	PREPL inh	GSTO1 inh	LYPLA1 inh	PAFAH1B2 inh	pPAFAH FP inh	PME-1 primary	PAFAH1B3 FP inh
Cn1c(=O)c2c(ncn2CC(=O)Nc2ccccc2N2CCOCC2)n(C)c1=O across the screens: 1	-5	7	-2	-3	5	2	3	7
Cc1ccc(S(=O)(=O)NNC(=O)C(=O)NNc2ccccn2)cc1 across the screens: 0	8	-10	3	1	4	2	1	5

Next structures
SMILES	LYPLA2 counter	PAD4 FP inh	PREPL inh	GSTO1 inh	LYPLA1 inh	PAFAH1B2 inh	pPAFAH FP inh	PME-1 primary	PAFAH1B3 FP inh
CCCCCCN1C2=NCCN2c2ccccc21	4	2	10	-3	3	1	6	-3	-1
CC1CCCC(NC(=O)c2ccc(F)c(S(=O)(=O)N3CCOCC3)c2)C1C (configuration not stated)	3	1	6	4	-1	-1	3	-2	4
O=[N+]([O-])c1cc(-c2n(-c3ccccn3)c3ccccc3[n+]2-c2ccccn2)ccc1Cl	-7	2	-4	17	-2	5	-2	2	4
COc1ccccc1-c1nnc(SCC(=O)O)n1-c1ccccc1	3	6	7	-2	0	12	3	-2	3
COc1cc(/C=C/C(=O)OCC(=O)N2CCCC2)ccc1OCC#N	5	7	18	·	3	1	1	5	4
CCc1ccc(OCCNC(=O)c2ccco2)cc1	7	0	13	-5	2	5	-1	3	2
CCc1nc(N)nc(N)c1-c1ccc(Cl)cc1	12	-1	1	7	3	7	1	3	5
Cc1c(C(=O)NC2CCN(Cc3ccccc3)C2)oc2ccc(Br)cc12 (configuration not stated)	-1	2	-23	0	-4	-1	5	1	0
Cc1nc2sccn2c(=O)c1S(=O)(=O)Nc1ccc(N2CCN(C)CC2)cc1	3	1	6	-3	2	6	0	4	-4
C/C(=N\NC(=O)c1nnn(-c2nonc2N)c1C)c1ccc(-c2ccccc2)cc1	2	-2	13	-4	4	2	1	-5	3
CCC(Cc1ccccc1)NC(=O)C1CCCCC1 (configuration not stated)	0	0	6	0	0	1	3	-3	3
COc1ccc(C2C(C(=O)NCCN3CCOCC3)c3ccccc3C(=O)N2C)cc1OC (configuration not stated)	-9	-2	12	-1	-4	0	-9	-6	9
Cc1ccc(OCC(=O)NCCN2CCOCC2)cc1C	-4	-2	2	10	-4	6	3	-11	7
Cc1cc(OCC(=O)Nc2ccc(CN3CCOCC3)cc2)c2c(C)cc(=O)oc2c1	43*	-8	-2	-6	2	-2	5	3	-4
COc1ccc(/C=C2\OC(=O)c3c(OC)cccc32)cc1OC	7	-5	14	3	7	0	10	2	11
S=C(NCc1ccncc1)Nc1ccc(Cl)c(Cl)c1	25	-2	-37	-6	-9	7	5	3	2
Cc1nn(C)c(C)c1S(=O)(=O)N(CC(=O)Nc1nccs1)c1ccc(C(C)C)cc1	2	0	-1	-4	1	3	4	1	-1
COc1ccc(NC(=O)COc2coc(CN3c4ccccc4CC3C)cc2=O)cc1 (configuration not stated)	3	5	2	16	1	1	3	-7	6
Cc1cccnc1NC(=O)CCCc1c[nH]c2ccccc12	2	-3	-4	2	-2	7	-2	7	15
COc1ccc(C(=O)NNC(=O)c2ccc(C)cc2)cc1S(=O)(=O)N1CCCC1	-1	-6	0	3	1	3	7	-3	9
Cn1cc(SCC(=O)NCc2ccc(F)cc2)c2ccccc21	4	-2	9	11	0	6	0	-5	14
C/C(=N\NC(=O)c1cc(C)[nH]n1)c1cccs1	8	3	1	-6	2	6	2	2	5
Cc1ccc(-n2c(C)nc3ccsc3c2=O)cc1	-4	3	11	-2	-3	1	-7	-3	7
O=c1[nH]c(N2CCCCCC2)nc2ncn(Cc3ccccc3)c12	2	4	3	-5	1	2	3	0	6
Cc1nc(CCN2C(=O)c3ccccc3C2=O)n[nH]1	5	-2	-7	6	1	-2	-6	-7	-3
CN(C)N1C(N)=C(C#N)C(c2ccc(Br)cc2)C2=C1CCCC2=O (configuration not stated)	5	-7	1	-4	4	1	6	-3	2
COc1ccc(C(CNC(=O)c2ccc(NS(=O)(=O)c3ccc(F)cc3)cc2)N2CCOCC2)cc1 (configuration not stated)	-3	0	0	0	-2	5	5	-2	4
COC(=O)c1ccccc1S(=O)(=O)N1CCC(C(=O)OCC(=O)c2ccccc2OC)CC1	2	2	0	9	-2	2	-1	-5	4
Cc1nccn1CCCNC(=O)c1nc(Cn2cc([N+](=O)[O-])cn2)no1	4	-5	5	3	0	-4	-2	2	2
CC1=NN(c2ccc(C)cc2)C(=O)/C1=C\c1ccc(Br)s1	-2	21*	1	40*	-2	8	4	5	8
COc1ccc(S(=O)(=O)N2CCOCC2)cc1NC(=O)CN1CCN(C)CC1	2	-3	-2	38*	3	4	0	3	7
NS(=O)(=O)c1cccc(NC(=O)c2cccc(-c3ccc(O)cc3)c2)c1	-23	4	-3	-14	-17	-1	-1	-20	-12
COc1ccc(CN(CC2CCCO2)C(=O)CN2C(=O)C(C)Oc3ccc(C)cc32)cc1OC (configuration not stated)	-1	-5	10	-1	-2	1	6	4	-4
O=C(NCCC1=CCCCC1)C(=O)NCC(c1ccco1)N1CCN(c2ccccc2)CC1 (configuration not stated)	-5	-5	-29	3	-4	7	3	6	-4
Cc1ccc(S(=O)(=O)N2CCCCC2)cc1NC(=O)CSCC(=O)O	1	1	2	3	-3	7	2	-3	5
COCCn1nnnc1CN1CCN(C(=O)c2ccco2)CC1	4	2	-2	1	3	1	-1	3	5

Bioassay records from PubChem.
